Screening results from PubChem BioAssay.
MITF inh: MITF inhibitors, primary screen, biochemical, AlphaScreen, human; Microphthalmia-associated transcription factor (Homo sapiens), O75030; AlphaScreen MITF homodimerization, bead proximity signal; AID 1259374, 2018; hit rate 0.91% among 650,000; inhibition, % at 2.6 µM; in the data active = inhibition above about 50%;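 note: 0% = vehicle wells with protein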
GPR151 activ: activators of human GPR151, primary screen, cell-based, PathHunter beta-arrestin, luminescence; G-protein coupled receptor 151 (Homo sapiens), Q8TDV0; PathHunter beta-arrestin GPR151 cells; activation, % at 11.2 µM; hit rate 1% among 650,000; AID 1508602, 2020; in the data active = activation above about 4.9%;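 note: 0% = median of compound wells and 100% = cells with positive control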
Target sequence (Q8TDV0 whole entry, looked up): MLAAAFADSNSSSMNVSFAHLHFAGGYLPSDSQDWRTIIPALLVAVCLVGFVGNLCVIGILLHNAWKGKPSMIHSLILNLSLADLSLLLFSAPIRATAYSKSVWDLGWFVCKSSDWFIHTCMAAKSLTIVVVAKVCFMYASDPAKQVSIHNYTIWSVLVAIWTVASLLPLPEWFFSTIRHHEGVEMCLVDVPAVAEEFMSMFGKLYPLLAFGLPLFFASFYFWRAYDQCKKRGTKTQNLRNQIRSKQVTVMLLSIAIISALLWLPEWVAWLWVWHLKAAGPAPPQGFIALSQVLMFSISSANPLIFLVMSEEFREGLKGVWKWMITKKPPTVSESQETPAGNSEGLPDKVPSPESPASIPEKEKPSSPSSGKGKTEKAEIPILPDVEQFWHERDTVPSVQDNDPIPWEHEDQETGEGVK
TEAD-YAP inh: TEAD-YAP interaction inhibition, primary screen, TEAD-YAP interaction inhibitor project, luminescence, HEK-TIYL cells. hit rate 1.4% among 640,000. TEAD-Gal4/YAP UAS-luciferase luminescence. inhibition, % at 9.12 µM; in the data active = inhibition above about 32%;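 note: 0% = median of test compound wells and 100% = reference inhibitor wells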
FBW7 activator: FBW7 E3 ligase activators, primary screen, biochemical, AlphaScreen, human; F-box/WD repeat-containing protein 7 (Homo sapiens), Q969H0; normalized activity (activation), % at 26.1 µM; AID 1259310, 2017; AlphaScreen FBW7–phospho-cyclin E peptide binding, activator screen; hit rate 0.13% among 650,000; in the data active = normalized activity above about 1.9%;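 note: purified mutant Fbw7 with reduced substrate affinity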
Target sequence (Q969H0 whole entry, looked up): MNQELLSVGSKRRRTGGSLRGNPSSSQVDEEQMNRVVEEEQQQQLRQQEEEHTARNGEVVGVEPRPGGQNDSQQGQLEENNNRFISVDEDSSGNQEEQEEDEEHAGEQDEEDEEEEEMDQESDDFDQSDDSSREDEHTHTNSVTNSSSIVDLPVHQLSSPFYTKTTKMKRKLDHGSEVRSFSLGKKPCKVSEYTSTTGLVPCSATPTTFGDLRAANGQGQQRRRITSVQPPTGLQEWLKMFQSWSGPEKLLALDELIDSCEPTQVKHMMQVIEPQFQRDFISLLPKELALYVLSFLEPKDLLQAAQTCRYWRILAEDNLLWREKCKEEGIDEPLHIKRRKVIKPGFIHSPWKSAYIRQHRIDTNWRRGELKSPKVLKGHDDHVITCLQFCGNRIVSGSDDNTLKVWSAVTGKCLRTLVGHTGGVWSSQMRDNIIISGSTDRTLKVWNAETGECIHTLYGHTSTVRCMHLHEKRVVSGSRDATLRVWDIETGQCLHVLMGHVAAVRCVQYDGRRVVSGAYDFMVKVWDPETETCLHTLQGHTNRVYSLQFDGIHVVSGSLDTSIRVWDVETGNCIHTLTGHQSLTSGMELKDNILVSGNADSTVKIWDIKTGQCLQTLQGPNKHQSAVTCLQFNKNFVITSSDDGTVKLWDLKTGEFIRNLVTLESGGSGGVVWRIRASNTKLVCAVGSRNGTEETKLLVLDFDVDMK
* marks the source's active call; other numbers are inactive results.

Results for CCOC(=O)c1ccccc1C(=O)c1ccc(Cl)c([N+](=O)[O-])c1 ?
MITF inh: 11; GPR151 activ: 1.4; TEAD-YAP inh: -1; FBW7 activator: 0.2

Results for Cc1cccc(/C(C#N)=C\c2ccc(C(=O)O)cc2)c1 ?
MITF inh: 9; GPR151 activ: -2.4; TEAD-YAP inh: -4; FBW7 activator: 0.0

What do the screens show for `COc1ccc(Cl)cc1NC(=O)NNC(=O)c1cn(C)c2ccccc12`?
MITF inh: 15; GPR151 activ: -0.4; TEAD-YAP inh: -1; FBW7 activator: 0.0

How did CCSCCOC(=O)C1=C(C)NC2=C(C(=O)CCC2)C1c1cc2c(cc1Br)OCO2 (stereo not drawn) do in these assays?
MITF inh: 0; GPR151 activ: 0.7; TEAD-YAP inh: -9; FBW7 activator: 1.1

Results for COc1ccc(C2C3=C(CC(c4cccs4)CC3=O)Nc3ccccc3N2C(=O)Nc2ccc(Cl)c(Cl)c2)cc1 (stereo not drawn) ?
MITF inh: -12; GPR151 activ: 0.1; TEAD-YAP inh: -6; FBW7 activator: -0.2

Results for Cc1ccc(C2C(C(=O)c3ccco3)=C(O)C(=O)N2c2nnc(C)s2)cc1 (stereo not drawn) ?
MITF inh: 5; GPR151 activ: 1.5; TEAD-YAP inh: -1; FBW7 activator: -0.1

What do the screens show for `CCCCc1ccc(NC(=O)CS(=O)(=O)Cc2ccccc2)cc1`?
MITF inh: 16; GPR151 activ: 0.2; TEAD-YAP inh: 5; FBW7 activator: 0.0

What do the screens show for `Cc1ccc(C)c(Cn2c(=O)c3c(nc4n(C)c(C)cn34)n(C)c2=O)c1`?
MITF inh: 10; GPR151 activ: 1.1; TEAD-YAP inh: 2; FBW7 activator: 0.0

How did CCNc1nc2ccc(C(=O)NCc3cccnc3)cc2s1 do in these assays?
MITF inh: -3; GPR151 activ: 1.7; TEAD-YAP inh: -18; FBW7 activator: 0.0

Results for Cc1onc(-c2ccccc2)c1CNS(=O)(=O)c1ccc(-c2cnco2)cc1 ?
MITF inh: 3; GPR151 activ: 2.1; TEAD-YAP inh: 6; FBW7 activator: -0.2

Results for Cc1csc(NC(=O)CSc2nsc(SCC(=O)Nc3nc(C)cs3)c2C#N)n1 ?
MITF inh: 1; GPR151 activ: -2.4; TEAD-YAP inh: -54; FBW7 activator: -0.1

How did CS(=O)(=O)Nc1cccc(-c2cnc3ccc(NC4CCOCC4)nn23)c1 do in these assays?
MITF inh: -7; GPR151 activ: -1.2; TEAD-YAP inh: -1; FBW7 activator: -0.2

Results for Cc1cc(NS(=O)(=O)c2ccccc2)c(C(C)C)c(Cl)c1O ?
MITF inh: 13; GPR151 activ: 1.0; TEAD-YAP inh: 6; FBW7 activator: 0.0

Results for Cc1cc(C)n2nc(SCC(=O)NC3CC3)nc2n1 ?
MITF inh: -2; GPR151 activ: 0.5; TEAD-YAP inh: -2; FBW7 activator: -0.1

How did Nc1ncc(-c2ccncc2)nc1NCc1ccccc1 do in these assays?
MITF inh: -2; GPR151 activ: 1.8; TEAD-YAP inh: 7; FBW7 activator: -0.1

What do the screens show for `CCCc1[nH]n(-c2ccc(F)cc2)c(=O)c1C=NCC(O)c1ccccc1` (stereo not drawn)?
MITF inh: -1; GPR151 activ: 0.0; TEAD-YAP inh: -1; FBW7 activator: 0.0

How did CC1(C)[C@H]2CC=C(CN3CCc4nnc(CCNC(=O)c5ccco5)n4CC3)[C@@H]1C2 do in these assays?
MITF inh: 0; GPR151 activ: 1.9; TEAD-YAP inh: 5; FBW7 activator: 0.0

Results for O=C1OC(c2ccc(Cl)c(Cl)c2)=N/C1=C\c1cccc(Cl)c1 ?
MITF inh: 14; GPR151 activ: 0.6; TEAD-YAP inh: -4; FBW7 activator: 0.1

Results for CCOC(=O)C1CCN(C(=S)Nc2ccc(CC(=O)OC)cc2)CC1 ?
MITF inh: -5; GPR151 activ: -0.2; TEAD-YAP inh: 3; FBW7 activator: 0.0

What do the screens show for `CCC(C)(C)NS(=O)(=O)c1ccc(OC)c(OC)c1`?
MITF inh: -11; GPR151 activ: 0.0; TEAD-YAP inh: -1; FBW7 activator: 0.0

How did CC(C)N(C(=O)COc1c(CO)cc(Br)cc1CO)c1ccccc1 do in these assays?
MITF inh: 8; GPR151 activ: -0.7; TEAD-YAP inh: -2; FBW7 activator: 0.1

What do the screens show for `Cc1cccc(C(=O)Nc2ccc(Br)cc2)c1`?
MITF inh: -1; GPR151 activ: -1.2; TEAD-YAP inh: -56; FBW7 activator: -0.1

Results for O=C(O)/C=C/C(=O)NCCc1c[nH]c2ccccc12 ?
MITF inh: 0; GPR151 activ: -0.8; TEAD-YAP inh: -4; FBW7 activator: 0.1

What do the screens show for `CCc1ccc(-n2c(SCC(=O)c3ccc(Cl)cc3)nc3[nH]ncc3c2=O)cc1`?
MITF inh: 0; GPR151 activ: 2.1; TEAD-YAP inh: 11; FBW7 activator: -0.1

Grouped by structure: those above with a Cl atom (6)
Results for CCOC(=O)c1ccccc1C(=O)c1ccc(Cl)c([N+](=O)[O-])c1 ?
MITF inh: 11; GPR151 activ: 1.4; TEAD-YAP inh: -1; FBW7 activator: 0.2

What do the screens show for `COc1ccc(Cl)cc1NC(=O)NNC(=O)c1cn(C)c2ccccc12`?
MITF inh: 15; GPR151 activ: -0.4; TEAD-YAP inh: -1; FBW7 activator: 0.0

Results for COc1ccc(C2C3=C(CC(c4cccs4)CC3=O)Nc3ccccc3N2C(=O)Nc2ccc(Cl)c(Cl)c2)cc1 (stereo not drawn) ?
MITF inh: -12; GPR151 activ: 0.1; TEAD-YAP inh: -6; FBW7 activator: -0.2

Results for Cc1cc(NS(=O)(=O)c2ccccc2)c(C(C)C)c(Cl)c1O ?
MITF inh: 13; GPR151 activ: 1.0; TEAD-YAP inh: 6; FBW7 activator: 0.0

Results for O=C1OC(c2ccc(Cl)c(Cl)c2)=N/C1=C\c1cccc(Cl)c1 ?
MITF inh: 14; GPR151 activ: 0.6; TEAD-YAP inh: -4; FBW7 activator: 0.1

What do the screens show for `CCc1ccc(-n2c(SCC(=O)c3ccc(Cl)cc3)nc3[nH]ncc3c2=O)cc1`?
MITF inh: 0; GPR151 activ: 2.1; TEAD-YAP inh: 11; FBW7 activator: -0.1

Remaining list, next part.
What do the screens show for `Cc1cccc(C)c1NC(=O)c1cc2ccccc2oc1=O`?
MITF inh: 4; GPR151 activ: 6.0*; TEAD-YAP inh: 6; FBW7 activator: 0.5

How did COc1ccc2c(c1)CCc1sc(NC(=O)c3ccc4nccnc4c3)nc1-2 do in these assays?
MITF inh: 19; GPR151 activ: 0.2; TEAD-YAP inh: -16; FBW7 activator: 0.0

What do the screens show for `C=CCO[C@H]1[C@H](NC(=O)COC)c2ccccc2C12CCN(Cc1cc(C)cc(C)c1)CC2`?
MITF inh: -3; GPR151 activ: 1.3; TEAD-YAP inh: 2; FBW7 activator: 0.0

Results for CCOC(=O)c1c(NC(=O)/C=C/c2ccco2)sc2c1CC(C)(C)OC2 ?
MITF inh: -5; GPR151 activ: 1.7; TEAD-YAP inh: 2; FBW7 activator: 0.0

What do the screens show for `Cc1cccc(NCN2C(=O)C3CC=C(Cl)CC3C2=O)c1` (stereo not drawn)?
MITF inh: -6; GPR151 activ: 0.7; TEAD-YAP inh: 2; FBW7 activator: -0.1

What do the screens show for `COCCn1c(=NC(=O)c2ccc(Cl)s2)sc2cc(NC(C)=O)ccc21`?
MITF inh: 2; GPR151 activ: 0.4; TEAD-YAP inh: -25; FBW7 activator: 0.0

Results for COc1cccc(NC(=O)CSc2nc3cc4c(cc3cc2C#N)OCO4)c1 ?
MITF inh: 3; GPR151 activ: -0.3; TEAD-YAP inh: 16; FBW7 activator: 0.3

What do the screens show for `COc1ccc(/C(O)=C2/C(=O)C(=O)N(Cc3ccncc3)C2c2ccc(C(C)(C)C)cc2)cc1` (stereo not drawn)?
MITF inh: 9; GPR151 activ: -1.4; TEAD-YAP inh: -6; FBW7 activator: 0.1

Results for CCCCOC(=O)c1c(C)c([N+](=O)[O-])c(C)[nH]c1=O ?
MITF inh: 5; GPR151 activ: 0.7; TEAD-YAP inh: 13; FBW7 activator: -0.1

How did COc1ccc(OCc2nc(Cc3ccc(Cl)cc3)no2)cc1 do in these assays?
MITF inh: 4; GPR151 activ: 1.1; TEAD-YAP inh: -1; FBW7 activator: 0.8

Results for Nc1nc(Nc2ccc3c(c2)OCO3)cc(N2CCN(Cc3ccc4c(c3)OCO4)CC2)n1 ?
MITF inh: 17; GPR151 activ: -0.5; TEAD-YAP inh: 10; FBW7 activator: 0.0

How did COCc1cc(C)n(CC(=O)Nc2ccc(F)c(F)c2F)c(=O)c1C#N do in these assays?
MITF inh: -1; GPR151 activ: 0.2; TEAD-YAP inh: -8; FBW7 activator: 0.2

Results for CC(=O)Oc1ccc(C2Nc3ccc(C)cc3C3C=CCC32)c(OC(C)=O)c1 (stereo not drawn) ?
MITF inh: 6; GPR151 activ: -1.7; TEAD-YAP inh: -5; FBW7 activator: -0.2

Results for O=C(NN1CCOCC1)c1ccc(-c2ccccc2)cc1 ?
MITF inh: -8; GPR151 activ: 0.3; TEAD-YAP inh: -8; FBW7 activator: -0.1

Results for Cc1cc(C)c(S(=O)(=O)Nc2cc(N3CCCS3(=O)=O)ccc2C)cc1C ?
MITF inh: 7; GPR151 activ: -0.6; TEAD-YAP inh: -1; FBW7 activator: 0.5

Results for O=C1/C(=C/c2ccc(Cl)cc2)C=C(c2ccccc2)N1c1ccc(F)cc1 ?
MITF inh: -9; GPR151 activ: -0.2; TEAD-YAP inh: -8; FBW7 activator: 0.1

What do the screens show for `Cc1ccc(S(=O)(=O)N2CCN(c3nc(C)nc4sc(C)c(C)c34)CC2)cc1`?
MITF inh: 9; GPR151 activ: -0.2; TEAD-YAP inh: 13; FBW7 activator: 0.1

How did COc1ccc(C2C(C#N)=C(N)OC3=C2C(=O)CC(C)(C)C3)c(CN2CCCc3ccccc32)c1 (stereo not drawn) do in these assays?
MITF inh: 22; GPR151 activ: -0.2; TEAD-YAP inh: -10; FBW7 activator: -0.1

Results for Cc1cn2c3c(=O)n(C)c(=O)n(C)c3nc2n1CCO ?
MITF inh: -26; GPR151 activ: -0.8; TEAD-YAP inh: 7; FBW7 activator: 0.0

What do the screens show for `CC1CN(C2CC(C)(C)NC(C)(C)C2)CCC1=O` (stereo not drawn)?
MITF inh: 6; GPR151 activ: 2.6; TEAD-YAP inh: -8; FBW7 activator: -0.1

How did CCOc1ccc(C(=O)Nc2ccc3oc(-c4ccc5ccccc5c4)nc3c2)cc1 do in these assays?
MITF inh: 13; GPR151 activ: 2.8; TEAD-YAP inh: 1; FBW7 activator: 0.6

How did N#Cc1ccc(COC(=O)CNC(=O)CNC(=O)c2ccc(Cl)cc2Cl)cc1 do in these assays?
MITF inh: -3; GPR151 activ: -0.1; TEAD-YAP inh: -5; FBW7 activator: -0.1

What do the screens show for `COC(=O)c1ccccc1NC(=O)c1ccc(OC)c(I)c1`?
MITF inh: 9; GPR151 activ: 0.4; TEAD-YAP inh: 7; FBW7 activator: 0.1

Results for COc1ccc(CNC(=O)C(=O)Nc2cccc(Cl)c2Cl)cc1 ?
MITF inh: -3; GPR151 activ: -0.7; TEAD-YAP inh: 0; FBW7 activator: -0.2

What do the screens show for `CN1CCN(C(=O)c2ccc(N3CCN(c4ccccn4)CC3)c([N+](=O)[O-])c2)CC1`?
MITF inh: 19; GPR151 activ: 1.1; TEAD-YAP inh: 6; FBW7 activator: 0.0

What do the screens show for `CC(C)CNC(=O)c1cnc2sc3ccccc3n2c1=O`?
MITF inh: 13; GPR151 activ: 0.7; TEAD-YAP inh: -3; FBW7 activator: 0.0

What do the screens show for `CN1CCC2(CC1)OCc1cc(-c3ccc(O)cc3)ccc1O2`?
MITF inh: 2; GPR151 activ: 2.5; TEAD-YAP inh: 0; FBW7 activator: 0.1

What do the screens show for `NC(=O)c1c(/N=C/c2ccco2)sc2c1CCCC2`?
MITF inh: 0; GPR151 activ: 0.6; TEAD-YAP inh: -10; FBW7 activator: -0.1

What do the screens show for `O=C(O)CCC(=O)N1CCc2cc(S(=O)(=O)Nc3cccc(C(F)(F)F)c3)ccc21`?
MITF inh: 0; GPR151 activ: -0.3; TEAD-YAP inh: 6; FBW7 activator: 0.0

How did CCc1ccc(C(=O)Nc2ccc(Cl)cn2)cc1 do in these assays?
MITF inh: 4; GPR151 activ: -3.2; TEAD-YAP inh: 30; FBW7 activator: 0.0

What do the screens show for `CC(C)(C)NC(=O)Cn1nc2c3ccccc3ncn2c1=O`?
MITF inh: 11; GPR151 activ: -0.5; TEAD-YAP inh: -4; FBW7 activator: 0.1

Results for CC1(C)C(Cl)C(=O)C(C(=O)c2ccccc2)C(=O)C1Cl (stereo not drawn) ?
MITF inh: 3; GPR151 activ: -0.1; TEAD-YAP inh: -5; FBW7 activator: -0.3

How did COC(=O)c1cc[n+](C)c(/C=N\O)c1 do in these assays?
MITF inh: -17; GPR151 activ: 0.1; TEAD-YAP inh: -1; FBW7 activator: 0.0

How did CC(C)(C)Nc1ccc(C(=O)O)cc1S(=O)(=O)NC(C)(C)C do in these assays?
MITF inh: 1; GPR151 activ: 3.0; TEAD-YAP inh: 9; FBW7 activator: 0.1

Results for O=C(NCCN1CCOCC1)C(=O)Nc1cccc(C(F)(F)F)c1 ?
MITF inh: -11; GPR151 activ: 0.3; TEAD-YAP inh: 10; FBW7 activator: 0.1
